High-throughput results deposited in PubChem by several laboratories.
b-catenin transl: modulators of beta-catenin nuclear translocation | HeLa beta-catenin nuclear translocation, immunofluorescence imaging | 190,000 compounds, 0.3% hits | nuclear translocation activity, % at 5 µM;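 active = nuclear translocation activity above 50% at 5 µM, with a well cell count of 50 or more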;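 note: per-cell ratio of nuclear to cytoplasmic median beta-catenin stain intensity; plate controls were DMSO negative control for no effect and GSK-3 inhibitor IX positive control for full effect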
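System: Human HeLa cells, endogenous beta-catenin | Compound dosing: 5 µM primary, 0.02–20 µM confirmation | Timing: 24 h compound exposure at 37°C, 5% CO2 | Measured by: Fluorescence imaging of beta-catenin antibody stain plus DAPI | Read-out basis: % activation of per-cell nuclear versus cytoplasmic median beta-catenin signal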
Ins promoter up: MIN6 insulin promoter up-regulation; MIN6 insulin promoter-GFP reporter, high-content imaging; hits give high values; z-score at 5 µM; 190,000 compounds, 0.3% hits; AID 1625;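 active = z-score above 3 at 5 µM with at least 500 cells counted in the well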
Autophagy HCS: alters autophagy in cells; MEF GFP-LC3 puncta imaging; test concentration mostly 10 µM; calls only at 10 µM (by protocol); 190,000 compounds, 0.98% hits; AID 463193;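 active = percentage of spot-positive cells more than 3 SD above its plate mean, without a fluorescence outlier flag or 80% toxicity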;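 note: spot-positive cell cutoff set from DMSO-treated cells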
Yfh1-depleted yeast: enhancers of respiration in Yfh1-depleted yeast, dose response, Friedreich's ataxia, plus single-dose screen (AID 1465). fold induction at 50 µM; hits with a dose series show EC50 in µM. 220,000 compounds, 0.074% hits. S. cerevisiae Yfh1-off respiration, WST-1 reduction, 72 h; higher fold induction means a stronger effect;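 active = fold induction of absorbance versus untreated yeast above a set limit, then at least 30% activation at any dose in follow-up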;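 note: activators that raise dye reduction in frataxin-depleted yeast; strong numbers were not always called active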
P. falciparum M17LAP: P. falciparum M17LAP inhibitors, primary screen, biochemical, fluorogenic H-Leu-NHMec substrate, 1536-well (AID 1619); 220,000 compounds, 0.38% hits; one-dose inhibition, % at 30 µM; IC50 in µM for titrated hits; recombinant M17LAP, H-Leu-NHMec fluorogenic kinetic assay; higher % means a stronger effect;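 active = compound inhibiting the enzyme by more than half at any dose during confirmatory dose-response retesting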;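 note: plate controls were full reaction with DMSO carrier for no effect and no enzyme background for full effect; strong numbers were not always called active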
NOD1 NF-kB reporter: inhibition of NOD1-driven NF-kB reporter – cell-based, luminescence, uHTS, primary screen (AID 1578); NOD1-driven NF-kB luciferase reporter cells, luminescence; higher % means a stronger effect; one-dose inhibition, % at 4 µM; EC50 in µM for titrated hits; 290,000 compounds, 1% hits; in the data active = inhibition mostly above about 36%, no sharp cut-off; inactive = mostly below about 34%;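 note: HEK-293T reporter cells stimulated with the NOD1 agonist gamma-tri-DAP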
MT stabilizer: microtubule stabilizers in HeLa cells | 200,000 compounds, 0.83% hits | % tubulin-high responders, % at 10 µM | HeLa tubulin immunostaining HCS, 24 h; share of cells brighter than vehicle mean+2SD | AID 2205;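 active = plate Z-score above 3 for both tubulin-high and condensed-nucleus cell shares, with cell loss under 80%, at 10 µM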;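 note: anti alpha tubulin signal scored within the nucleus-defined area of each cell; some results filed as inactive read as strong as hits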
HEK293 NOD2/NF-kB: inhibition of NOD2-driven NF-kB reporter – cell-based, luminescence, uHTS, HEK293 (AID 1566); HEK293 NOD2/NF-kB luciferase reporter, luminescence; higher % means a stronger effect; one-dose inhibition, % at 4 µM; EC50 in µM for titrated hits; 290,000 compounds, 0.63% hits; in the data active = inhibition above about 50%; note: many of its hits are not listed in these tables
Dynein transport: dynein cargo transport inhibition | 3617.4 mouse cells, GR-EGFP nuclear translocation imaging; test concentration mostly 20 µM; stimulated with dexamethasone, 1 µM; hits give low values | z-score, hits read low | 220,000 compounds, 0.47% hits | AID 1381;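 active = plate z-score of nuclear minus cytoplasmic receptor signal below a set negative limit, without overly bright fluorescence or cell loss, cut at about -3.5 in these data, passing the limit was not always enough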;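 note: z-score of nuclear minus cytoplasmic ring GR-EGFP intensity difference per well; some compounds called inactive have numbers as strong as hits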
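Buffer or medium: tet-free, stripped-serum medium; reagent: dexamethasone at 1.0 µM final, 30 min; incubation: 48 h induction, 1 h compound, 30 min dex at 37 °C; measured by: formaldehyde fixation, Hoechst nuclear stain, 10x automated fluorescence imaging; read-out: nuclear-to-cytoplasmic GR-EGFP distribution per well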
Dynein transport cytoplasmic EGFP: further read-out of Dynein transport, marked with its call; z-score; measured here: cytoplasmic GR-EGFP intensity; hits give high values
Dynein transport nuclear GR-EGFP: also measured in Dynein transport; calls as there; z-score; measured here: nuclear GR-EGFP intensity;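 lower value marks the stronger effect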
Dynein transport cell count: further read-out of Dynein transport, marked with its call; z-score; measured here: cell count per field
Ins promoter up cell count: recorded beside Ins promoter up, whose call it bears; cell count; measured here: cytotoxicity, nuclei count;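 total cells summed across four imaged fields per well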
b-catenin transl cell count 5 µM: second read-out of b-catenin transl, no call of its own (marks repeat the call); cell count; measured here: cell count, cytotoxicity flag
MT stabilizer Hoechst-high %: also measured in MT stabilizer; calls as there; % Hoechst-high responders; measured here: nuclear condensation Hoechst responders;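 share of cells brighter than vehicle mean plus two SD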
MT stabilizer cytotoxicity %: also measured in MT stabilizer; calls as there; toxicity, %; measured here: cytotoxicity by cell density;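 0% = mean cell density of plate MIN control wells and 100% = no cells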
Autophagy HCS cell loss 18 h: further read-out of Autophagy HCS, marked with its call; toxicity, %; measured here: cell loss, nuclei count;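 cell loss after 18 h compound exposure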
Numbers without * were called inactive; i = inactive; · = not tested or not shown. Only part of the results is shown; rates above refer to the full screens.

SMILES,b-catenin transl,b-catenin transl cell count 5 µM,Ins promoter up,Ins promoter up cell count,Autophagy HCS,Autophagy HCS cell loss 18 h,Yfh1-depleted yeast,P. falciparum M17LAP,NOD1 NF-kB reporter,MT stabilizer,MT stabilizer Hoechst-high %,MT stabilizer cytotoxicity %,HEK293 NOD2/NF-kB,Dynein transport,Dynein transport cytoplasmic EGFP,Dynein transport nuclear GR-EGFP,Dynein transport cell count
CC(NC(=O)COc1ccccc1-c1ccccc1)c1ccccc1 (stereo not given),·,·,-0.51,1278,i,4,i,0%,-2%,4.3,1.9,9.8,-4%,0.24,-0.27,0.021,-0.01
CCCCOc1ccccc1NC(=O)c1ccc(=O)[nH]c1,-0.5,1070,·,·,i,3,i,-1%,-21%,6.9,16,97,1%,0.1,-0.24,0.52,1.3
Cn1c(CSCc2ccccc2Cl)nnc1SCC(=O)Nc1nccs1,-1.1,1121,-0.1,1835,i,-9,i,2%,-9%,4.9,2.6,6.3,14%,0.62,0.0048,0.44,0.19
CN1CCN(c2nc3ccccn3c(=O)c2/C=C(\C#N)S(=O)(=O)c2ccccc2)CC1,-0.7,1316,-0.17,1257,·,·,i,7%,-9%,·,·,·,-7%,-0.29,-0.27,-0.17,0.76
COc1ccc(CCN=C(N)NS(=O)(=O)c2cccs2)cc1OC,-1.6,1085,-0.13,1217,i,19,i,-5%,-3%,1.5,1.1,0.0,13%,3,-0.19,2,-1.8
COc1ccccc1OCC(=O)Nc1ccc(-c2nnc(-c3ccco3)o2)cc1,2.7,1458,0.18,1121,i,-8,i,11%,-52%,2.9,2.6,3.2,-10%,-0.95,-0.18,-0.54,-0.19
Cc1ccc(N/C(SCc2ccccc2C)=C(/C#N)C(=O)NCc2ccco2)cc1C,-3.7,968,-1.9,1234,i,-5,i,9%,12%,4.1,1.1,10,14%,0.58,-0.23,0.41,-0.045
COc1ccc(NC(C)=O)cc1NC(C)C(=O)Nc1cccc2ccccc12 (stereo not given),·,·,0.94,839,i,25,i,-9%,12%,1.6,1.4,8.9,18%,-1,0.18,-0.29,0.72
CCOc1cc2[nH]c(=S)n(CCN3CCCCC3CC)c(=O)c2cc1OCC (stereo not given),·,·,0.14,898,i,26,i,2%,-20%,1.5,1.6,2.9,16%,1,0.083,1,-1.3
COC(=O)C1=C(C)N(Cc2ccco2)C(=O)/C1=C\c1ccc([N+](=O)[O-])cc1,-2.7,1060,-0.51,1366,i,15,i,4%,-26%,5.7,3.1,0.1,-3%,-3.6*,1.5*,-0.99*,-0.96*
O=C(Cn1cnc2c(nnn2-c2ccccc2)c1=O)NCc1ccco1,-1.6,1120,-0.35,2025,·,·,i,5%,-15%,1.8,2.3,7.1,19%,0.36,-0.2,0.55,-0.35
CN(C)c1ccc(N/C=C/C(=O)c2ccco2)cc1,·,·,2.2,732,i,0,i,4%,21%,1.8,1.4,1.1,-146%,-0.93,-0.13,-0.58,0.7
O=C1CSC(=O)N1CCOCCN1C(=O)CSC1=O,-4.7,728,1.7,1159,i,17,i,0%,-1%,3.8,1.7,9.4,2%,-0.57,0.21,-0.014,0.27
CCOc1ccc(C(O)Cc2nc3ccccc3n2C)cc1 (stereo not given),-1.0,1156,0.1,1188,i,5,i,6%,-36%,2.7,2.2,11,-19%,-0.53,-0.25,-0.2,-0.089
Cc1ccc(-c2csc(N(CCCN(C)C)C(=O)c3ccco3)n2)cc1,-1.3,1502,-0.35,1361,i,0,i,13%,-51%,3.1,1.4,11,-7%,-0.63,-0.21,-0.42,0.71
O=[N+]([O-])c1cccc(S(=O)(=O)N2CCCCCC2)c1,2.3,900,0.13,1231,i,3,i,7%,-11%,3.0,0.9,7.5,12%,-0.47,-0.25,-0.063,0.71
COCCNC(=O)C(=O)N/N=C(\C)CC(=O)Nc1cccc(C(F)(F)F)c1,0.4,1227,0.04,1111,·,·,i,1%,-12%,·,·,·,2%,-0.45,-0.24,-0.22,1.2
CCc1nnc(SCCSc2nnc(CC)n2N)n1N,0.1,1372,0.73,1627,i,2,i,3%,20%,2.7,0.9,2.6,21%,1.3,-0.15,1.1,-0.39
COc1ccc(C(=O)N/C(=C/c2cccs2)C(=O)NN)cc1OC,-1.4,1362,-0.13,1085,·,·,i,24%,-2%,·,·,·,4%,0.07,-0.26,-0.081,0.67
COc1cc(OC)cc(-c2cc3nc(C)c(CCC(=O)NCc4ccccc4)c(C)n3n2)c1,-0.5,1315,0.26,1003,·,·,i,2%,25%,·,·,·,30%,2.1,0.15,2.1,-1.8
COc1ccccc1N(C(=O)Cn1nnc2ccccc21)C(C(=O)NCc1ccco1)c1ccc(C)o1 (stereo not given),-3.2,922,0.09,1281,i,6,i,4%,-19%,2.1,0.9,3.3,-14%,0.22,-0.19,-0.033,-0.15
Cc1ccc(C(=O)NCCc2nnc3ccc(SCC(=O)Nc4ccccc4C)nn23)cc1,0.0,1167,0.63,1427,i,13,i,9%,-17%,5.1,2.6,0.6,6%,1.2,-0.28,0.96,-0.22
CC1CCc2c(sc(NC(=O)COC(=O)c3ccccc3NCc3ccco3)c2C#N)C1 (stereo not given),-2.6,1163,1.7,985,i,-8,i,7%,-83%,2.4,2.0,2.6,1%,0.26,-0.26,0.55,-0.45
CN(C)c1ccc(N/C=C/C(=O)C(F)(F)F)cc1,-1.1,1104,0.42,1457,i,0,i,0%,-44%,3.6,2.4,5.2,-5%,-0.95,-0.18,-0.38,0.24
CSc1ccc(/C=C/c2ccc3cccc(O)c3n2)cc1,-1.2,1036,0.86,1186,i,-3,i,15%,-27%,2.4,1.6,5.2,-63%,-1.5,-0.26,-0.39,-0.033
Cc1cc(C)c(C)c(OCCCCn2cnc3ccccc3c2=O)c1,-2.1,1464,0.58,1469,i,-2,i,12%,2%,1.6,1.4,6.7,-10%,-0.51,-0.21,-0.37,0.12
O=C(OCCCN1CCCCC1)c1ccc(O)cc1,-0.7,1404,0.68,1415,i,-1,i,8%,27%,1.0,1.4,3.3,17%,-4.2,0.85,-1.5,-4.3
CC(C)CCOP(=O)(c1ccccc1)c1ccccc1,-1.4,524,-0.06,1349,i,4,i,7%,-10%,2.0,2.0,3.2,10%,0.33,-0.14,0.37,-0.42
CC(=O)CCc1c(C)nc2ccc(C)cc2c1Cl,-2.8,1071,0.06,1618,i,3,i,-5%,-30%,3.0,5.1,0.5,-12%,-3,0.057,-1.6,0.67
Clc1ccc(CNCc2cccs2)c(Cl)c1,·,·,0.01,1316,i,4,i,2%,-29%,2.3,3.6,12,-6%,-0.1,-0.19,-0.025,-0.44
CNC(=O)N(O)C1N(NC(=O)Nc2cccc3ccccc23)C(=S)SC1(C)C (stereo not given),0.4,1011,-0.07,1540,i,0,i,10%,-3%,2.3,1.6,9.7,-38%,-0.22,-0.24,-0.15,0.37
CCc1nnc(NC(=O)Nc2ccccc2OC)s1,-2.3,1201,-0.52,911,i,-4,i,0%,-18%,2.3,1.3,5.6,1%,-0.22,-0.22,0.0033,0.61
O=C(CN1CCOCC1)Nc1ccc(N2CCN(c3ccccc3)CC2)c(F)c1,-0.2,1144,0.75,1080,i,-9,i,-6%,-27%,3.4,3.4,10,7%,0.097,-0.36,0.37,-0.019
CCS(=O)(=O)N1CCC(c2nc(-c3ccc(C)cc3)no2)CC1,-2.3,901,·,·,i,4,·,-2%,-24%,2.4,1.6,7.8,-52%,1.3,-0.18,1.1,-0.79
CCC(C)N=C1Sc2nc3ccc(C)cc3cc2CN1CCOC (stereo not given),-1.1,1082,-0.73,1329,i,25,i,23%,-21%,3.4,3.7,6.4,12%,-1.1,-0.094,-0.93,0.7
